# Screens as filed in PubChem.
# hcGAS lum: blocks human cGAS activity. actives 0.081% (n = 290,000). AID 1259398. recombinant h-cGAS, ATP depletion, Kinase-Glo luminescence. Q8N884. inhibition, % at 12.5 µM;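 also: 0% = vehicle reaction and 100% = reaction without DNA for no activity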
# Target sequence (Q8N884 whole entry, looked up): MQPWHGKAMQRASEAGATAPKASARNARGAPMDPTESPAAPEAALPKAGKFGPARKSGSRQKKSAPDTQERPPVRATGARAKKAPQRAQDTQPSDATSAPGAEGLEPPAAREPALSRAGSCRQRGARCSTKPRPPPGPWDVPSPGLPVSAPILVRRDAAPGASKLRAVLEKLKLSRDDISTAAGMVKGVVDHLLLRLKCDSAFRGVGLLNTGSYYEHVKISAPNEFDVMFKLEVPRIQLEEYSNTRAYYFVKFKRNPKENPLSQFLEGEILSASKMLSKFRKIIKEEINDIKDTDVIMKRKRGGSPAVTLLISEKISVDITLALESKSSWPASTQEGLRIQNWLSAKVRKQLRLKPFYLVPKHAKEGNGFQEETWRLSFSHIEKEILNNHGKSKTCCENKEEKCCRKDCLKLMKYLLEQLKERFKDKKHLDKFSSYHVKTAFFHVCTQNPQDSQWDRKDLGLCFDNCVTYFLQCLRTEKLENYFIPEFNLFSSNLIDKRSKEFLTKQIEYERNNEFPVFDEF
# NPYLR7 agonist: mosquito NPYLR7 agonism; HEK293T NPYLR7/Galpha15, GCaMP6s calcium fluorescence; activation, % at 10 µM; actives 0.15% (n = 270,000); AID 1259423; in the data active = activation above about 40%;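 also: 0% = vehicle and 100% = reference agonist at the receptor; some compounds past the cut are filed as inactive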
# mcGAS inh: blocks mouse cGAS activity. Q8C6L5. recombinant cGAS, Kinase-Glo ATP depletion luminescence. inhibition, % at 12.5 µM. actives 0.15% (n = 160,000). AID 1259399;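 also: 0% = negative control wells and 100% = reference inhibitor with no enzyme activity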
# * hit, by the source's call; . = not tested or not shown; & = joins results of further samples. Rule as the data show it, unless noted: active = inhibition above about 40%; inactive = the rest.
No.	mol	hcGAS lum	NPYLR7 agonist	mcGAS inh
1	CC(c1nnnn1-c1ccccc1)S(=O)(=O)Cc1cc(-c2ccccc2)on1 (stereo unspecified)	-7.4	7.9	.
2	Cc1cccc(-n2nc(C(=O)NCC3CCCO3)c(=O)n(Cc3cccc(Cl)c3)c2=O)c1 (stereo unspecified)	-7.6	21.3	-4.5
3	COc1ccc(-n2c(C)cc(C=C(C#N)C(=O)N3CC(C)OC(C)C3)c2C)cc1 (stereo unspecified)	-6.9	4.8	-9.5
4	CCOc1cncc(N2CC3CCC2C3)n1 (stereo unspecified)	-12.3	16.4	.
5	NC(=O)c1c(NC(=O)CN(C2CC2)C2CCc3ccccc32)sc2c1CCCC2 (stereo unspecified)	-6.9	2.8	.
6	CN(C)C(=O)N1CCC[C@@H]1C(=O)NC1CCC(NC(=O)c2ccccc2)CC1 (stereo partly specified)	3.1	-1.8	1.4
7	Cc1cc(NC(=O)c2ccco2)n(-c2nc(-c3cccs3)cs2)n1	-4.1	-12.1	-11.5
8	Cc1nc(CCN)cc(NCc2ccc(-n3cncn3)cc2)n1	-11.3	6.4	.
9	COCC(=O)n1nc(-c2cccnc2)nc1NCc1ccccc1	4.1	-3.7	.
10	CC1C(=O)N(c2ccc(Oc3ccccc3)cc2)CCN1Cc1ccccc1F (stereo unspecified)	-1.5	10.8	-4.3
11	O=C(NCCc1ccc(F)cc1)c1ccc(-c2cc(-c3ccc(Cl)cc3Cl)[nH]n2)cc1	-4.8	.	-6.8
12	O=c1c2ccccc2nc(SCc2cc(=O)n3cc(Br)ccc3n2)n1C1CC1	-0.4	6.8	.
13	COCCSc1nc2c(c(=O)[nH]c(=O)n2C)n1CCCc1ccccc1	-3.9	18.4	.
14	C=C1c2ccccc2C/C(=N\O)c2ccccc21	-8.0	1.1	.
15	COc1ccc2c(c1)Oc1ccccc1N=C2N1CCCN(C(=O)OCc2ccccc2)CC1	-6.7	.	-5.8
16	CC/C=C(\C)CN1CCNC(=O)C1CC(=O)NC (stereo unspecified)	-3.3	7.8	-11.1
17	O=S(=O)(NCc1ccccn1)c1ccc2ccccc2c1	-4.1	0.6	.
18	Cc1cccc(/C=C/C(=O)Nc2ccc(CNS(C)(=O)=O)cc2)c1	-9.3	-2.1	-13.4
19	CC(=O)N1CCN(C(=O)c2coc(CN(Cc3ccc(F)cc3)Cc3ccc(C(F)(F)F)cc3)n2)CC1	-5.6	17.1	-5.6
20	c1ccc(OCCn2ccnc2-c2cnc[nH]2)cc1	-7.8	13.0	-16.3
21	CCNC(=O)N(CCOC)Cc1nc(C)c(Cc2cccc(OC)c2)c(=O)[nH]1	-7.7	23.4	.
22	CC(=O)Oc1c(-c2ccc(NC(=O)c3ccc4c(c3)OCO4)cc2)c(-c2ccco2)nn1-c1cccc(F)c1	-0.8	6.0	-3.8
23	Cc1cccnc1C1=NOC(Cc2ccccc2)C(=O)N1 (stereo unspecified)	-3.1	7.7	.
24	Cc1ccc(-n2nnnc2CNC(=O)c2ccc(S(=O)(=O)N3CCOCC3)cc2)cc1C	-5.0	7.9	-7.3
25	CC(C)=CCc1c2c(c3occ(-c4ccc(O)cc4)c(=O)c3c1O)C=CC(C)(C)O2	2.6	.	0.7
26	CCCCOc1ccc(C(=O)Nc2ccc(C3NC(=S)N(C)C(C)=C3C(=O)OC(C)C)cc2)cc1 (stereo unspecified)	-12.2	.	-9.1
27	O=C(NCC1CC1)C1CC(c2ccccc2)CN(C(=O)NCc2ccccc2)C1 (stereo unspecified)	-4.9	.	-3.5
28	Cc1ccc(C2(C(F)(F)F)NC(=O)N3C=CC=CC3=C2C#N)cc1 (stereo unspecified)	-6.1&-9.7	10.8&-0.6	-4.1
29	O=C1CSC(=O)N1Cc1cc2c(cc1Cl)OCO2	-13.5	1.1	.
30	CN1CCc2cc(C(CNC(=O)NCc3ccccc3)N3CCOCC3)ccc21 (stereo unspecified)	-0.1	-7.9	-5.5

# 2 entries drawn at random from the list so far:
No.	mol	hcGAS lum	NPYLR7 agonist	mcGAS inh
24	Cc1ccc(-n2nnnc2CNC(=O)c2ccc(S(=O)(=O)N3CCOCC3)cc2)cc1C	-5.0	7.9	-7.3
29	O=C1CSC(=O)N1Cc1cc2c(cc1Cl)OCO2	-13.5	1.1	.

# The list goes on:
No.	mol	hcGAS lum	NPYLR7 agonist	mcGAS inh
31	N#CCSc1nnc(CC2CCS(=O)(=O)C2)o1 (stereo unspecified)	-7.4	1.8	.
32	CCOC(=O)CNC(=O)N1CCN(c2nc(CCc3ccccc3)nc3sc(C)c(C)c23)CC1	-5.9	-2.4	-5.3
33	CC(=O)N1CCc2cc(NC(=O)C3(C)CCN3CCOc3ccccc3)ccc21 (stereo unspecified)	-13.5	4.2	.
34	CC(O)CN1CCN(CC(=O)N(C)Cc2ccc(Cl)s2)CC1 (stereo unspecified)	-7.3	-1.2	.
35	CN1CCC2(CCN(C(=O)COCC(F)(F)C(F)F)CC2)C1	-2.7	6.4	-15.4
36	O=C(CSc1nnc(NC(=O)COc2ccccc2)s1)Nc1ccc(Br)cc1	0.0	-5.0	.
37	CC1CCN(c2ccc(NC(=O)c3ccc([N+](=O)[O-])cc3Cl)cc2C(=O)NC2CC2)CC1	-4.6	21.4	-5.7
38	CCOC(CCC1C(CO)c2ccccc2N1C(C)=O)OCC (stereo unspecified)	-2.1	1.1	.
39	C=CCNC(=O)O[C@@H]1C[C@](O)(C(=O)N[C@@H](Cc2ccc(OC)cc2)C(N)=O)C[C@H](NC(=O)NC2CCCCC2)[C@H]1O	0.9	-7.5	0.7
40	Cc1cc(C)nc(SCCn2c(N3CCCC3)nc3c2c(=O)n(C)c(=O)n3C)n1	-4.4	.	-6.1
41	COc1cccc(Nc2nc(C(N)c3ccccc3Cl)cs2)n1 (stereo unspecified)	-2.4	-6.4	-2.8
42	CC(=O)NC(C)(c1ccccc1)c1nc(-c2ccncc2)cs1 (stereo unspecified)	-12.6	7.2	.
43	c1cnn(CC2CN(c3ncnc4c3CCC4)CCO2)c1 (stereo unspecified)	-7.0	0.8	.
44	COc1c(C)cc(-c2cc(C(N)=O)ccn2)cc1C	-5.5	23.7	.
45	Cc1ccccc1C(=O)Nc1ccnn1C1CCN(C(=O)C2CC23CCCC3)CC1 (stereo unspecified)	-2.8&-7.9	7.8&7.4	-10.4&-3.9
46	CSc1ccccc1C(=O)N1CCCC(CNC(=O)c2ccc(-c3ccccc3)cc2)C1 (stereo unspecified)	-8.7&-10.1	10.8	-11.5
47	Cc1cnc(C)c(Nc2nc(C(N)Cc3ccc(Cl)cc3)cs2)n1 (stereo unspecified)	-3.2	-4.9	-6.1
48	C=CCN(CC=C)c1cc(Cl)nc(SCc2ccc(C(=O)N3CCN(c4ccccc4Cl)CC3)cc2)n1	-6.1	.	-5.5
49	Cc1cc(NC(=O)C2CC(=O)N(c3ccc(C)c(C)c3)C2)n(-c2nc3c(c(=O)[nH]2)CCC3)n1 (stereo unspecified)	-6.5	11.4	-7.8
50	COc1ccccc1CNc1nc2ccccc2nc1S(=O)(=O)c1ccc(C)cc1	-2.6	1.2	-8.9
51	C=CCN(C(=O)c1ccc(N2CCCC2)nc1)C1CCCC1	4.3	4.0	-3.2
52	Cc1nc2ccccn2c(=O)c1NC(=O)c1ccc([N+](=O)[O-])cc1	-18.5	2.8	.
53	COc1ccc(-c2cccc(-c3cccc(NC(=O)c4c(-c5c(Cl)cccc5Cl)noc4C)c3)n2)cc1	-3.4	2.1	-5.4
54	O=C(c1cccc(Nc2c(Oc3cccc(Cl)c3)cnn(-c3ccccc3)c2=O)c1)N1CCOCC1	0.7	-5.4	-1.5
55	C=c1cc(C)n(CC(=O)Nc2cccc(Cl)c2C)c(=O)c1=C1N=C(c2ccccc2)NO1	-2.9	2.1	-9.9
56	COc1ccc(-n2ccnc2C2CC(=O)Nc3cc(O)c(C)cc32)cc1 (stereo unspecified)	-4.2	11.0	-15.8
57	CC(C)Oc1ccc(NC(=O)N(C)CC(O)c2ccc(F)cc2)cc1 (stereo unspecified)	-6.1	5.5	-6.7
58	CN(Cc1ccc(-n2cncn2)cc1)CC1CCCCO1 (stereo unspecified)	-1.8	-1.3	.
59	Cc1ccc(-n2c(SCC(=O)N3CCOCC3)nc3c(c2=O)SCC3)cc1	-3.4	-4.0	.
60	Cc1cnc(C(=O)N2CCCC(Nc3ccc(C(C)C)cc3)C2)cn1 (stereo unspecified)	2.6	-4.5	0.1

# An excerpt of these results, with two lines to a compound:
# Results follow in this order: hcGAS lum, NPYLR7 agonist, mcGAS inh
(44) COc1c(C)cc(-c2cc(C(N)=O)ccn2)cc1C
  -5.5, 23.7, .
(45) Cc1ccccc1C(=O)Nc1ccnn1C1CCN(C(=O)C2CC23CCCC3)CC1 (stereo unspecified)
  -2.8&-7.9, 7.8&7.4, -10.4&-3.9

# Complete entries, quoted from the list.
# Profile of Cc1nc2ccccn2c(=O)c1NC(=O)c1ccc([N+](=O)[O-])cc1 : hcGAS lum = -18.5; NPYLR7 agonist = 2.8; mcGAS inh = .
# Profile of CC(=O)Oc1c(-c2ccc(NC(=O)c3ccc4c(c3)OCO4)cc2)c(-c2ccco2)nn1-c1cccc(F)c1 : hcGAS lum = -0.8; NPYLR7 agonist = 6.0; mcGAS inh = -3.8
# Profile of Cc1cccc(-n2nc(C(=O)NCC3CCCO3)c(=O)n(Cc3cccc(Cl)c3)c2=O)c1 (stereo unspecified) : hcGAS lum = -7.6; NPYLR7 agonist = 21.3; mcGAS inh = -4.5

# Next section.
No.	mol	hcGAS lum	NPYLR7 agonist	mcGAS inh
61	CCn1c(=O)c2c(nc3n(C(C)c4ccccc4)c(C)cn23)n(C)c1=O (stereo unspecified)	-3.5	-0.5	-7.6
62	FC(F)(F)Oc1cccc(-c2cccc(Nc3ccc(Oc4ccccc4)cc3)n2)c1	-1.4	-11.6	-3.6
63	CCN(CC)S(=O)(=O)c1ccc(C(=O)N(C)C2CCS(=O)(=O)C2)cc1 (stereo unspecified)	-4.2	-1.0	-5.1
64	CCOC(=O)C1CCN(C(=O)c2ccc(CSc3nc(N(C)CCc4ccc(OC)c(OC)c4)cc(C(C)(C)C)n3)cc2)CC1	-4.0	-1.5	-5.0
65	CC1CCCN(S(=O)(=O)N(C)CC(=O)NC2CC2)C1 (stereo unspecified)	2.2	4.3	-7.6
66	COc1ccc(-c2cc(C(=O)NCc3cccc(C(F)(F)F)c3)nc3c(-c4ccccc4)c(C)nn23)cc1	-2.4	.	-8.2
67	O=C(NNc1ncnc2c1cnn2-c1ccc(Cl)cc1)c1cccc([N+](=O)[O-])c1	-12.2	1.5	-7.5
68	CSc1sc(SC)c(CCl)c1CCl	-5.1	10.5	-7.6
69	CCc1ccc(S(=O)(=O)NCCc2csc3nc(-c4ccccc4F)nn23)s1	-2.4	20.6	-4.2
70	Nc1nc(CN2c3cccc4cccc(c34)S2(=O)=O)nc(N2CCOCC2)n1	-1.2	1.9	-4.7
71	CC(=O)N1CCc2cc(S(=O)(=O)NC(C)c3ccco3)ccc21 (stereo unspecified)	-3.7	2.8	-5.1
72	COCCN1CCN(Cc2nc(-c3ccoc3)no2)CC1	-7.0	8.7	.
73	CCC1Oc2ccc(NC(=O)c3c(F)cccc3F)cc2CN(CC(C)C)C1=O (stereo unspecified)	-2.7	.	-2.2
74	COc1ccc(NC(=O)c2sc(=O)n(CCOc3ccc(F)cc3)c2C)cc1OC	-4.2	14.6	.
75	O=C(c1cc(Cl)ccc1OC(F)F)N1CCC(O)CC1	-4.7	-20.3	.
76	Cc1ccccc1C1c2ccsc2CCN1C(C)C(=O)N1CCCN(S(=O)(=O)c2ccc(C(C)(C)C)cc2)CC1 (stereo unspecified)	-3.7	8.3	-5.3
77	CC(NC(=O)c1cc2cc(F)ccc2s1)c1cccc(S(N)(=O)=O)c1 (stereo unspecified)	-3.8	9.8	.
78	Cc1ccc(C(C)(C)NC(=O)c2cc(COc3ccccc3F)[nH]n2)cc1	-4.1	-0.5	-9.3
79	O=C1NCC2(CCCN(C(=O)c3ccc4c(c3)OCCO4)CC2)O1 (stereo unspecified)	1.7	-3.0	-1.0
80	CCOC(=O)c1nc2cc(C)c(C)cc2nc1N1CCN(S(=O)(=O)c2ccccc2Cl)CC1	-3.2	4.0	-6.7
81	Cc1ccc(C(C)C)c(OCC(=O)N(C)Cc2cnn(-c3ccccc3)c2)c1	-3.0	-1.3	-3.0
82	O=C(O)C(NCc1ccccc1)c1ccc(C(F)(F)F)cc1 (stereo unspecified)	2.0	0.6	.
83	CCNC(=O)N1CCC(NC2CCN(c3cc(C)cc(C)c3)CC2)CC1	-4.6	23.2	-8.6
84	CCOC(=O)COc1cc2c(-c3cc4cccc(OC)c4o3)cc(=O)oc2cc1C	-6.4	-2.3	-8.1

# Looked up above:
# hcGAS lum with no. 65 : 2.2
# hcGAS lum with no. 73 : -2.7
# hcGAS lum with no. 63 : -4.2
# mcGAS inh with no. 68 : -7.6
# hcGAS lum with no. 71 : -3.7
# hcGAS lum with no. 79 : 1.7
